Bioassay records: PubChem, National Center for Advancing Translational Sciences (NCATS)
Lamin A splicing: changes lamin A minigene splicing in HeLa cells; HeLa LMNA splicing GFP/RFP minigene ratio, 48 h; Potency, µM (titrated, usually from 46.1 µM), inactives show at the highest dose ratio change, negative = inhibition, actives largely listed as inhibitors; 200,000 compounds, 0.01% hits; AID 1487; active = well fitted inhibition curve with a large enough effect in the signal ratio, with a control signal flat, not every such curve was filed as active; inconclusive = small, poorly fitted or top-dose-only effect, or effect the other way, or a change in a side signal; the % refers to the signal ratio; note: % is set by controls: 0 for no effect and ±100 for the full control effect
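S3 HeLa stable clones carrying a lamin A-EGFP splicing minigene plus DsRed2 were seeded at 600 cells/well in Opti-MEM with 2% FBS, pin-dosed and incubated 48 h at 37°C. Acumen cytometry (488 nm) gave the GFP/RFP total-intensity ratio.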
ALDH1A1 inh: ALDH1A1 (human) enzyme inhibition | P00352 | Purified ALDH1A1, NADH fluorescence, propionaldehyde substrate | Potency, µM (titrated, usually from 75.3 µM), for inactives: top-dose activity, negative = inhibition, hits mostly inhibitors | 220,000 compounds, 7.3% hits; active = well fitted inhibition curve with a large enough effect, not every such curve was filed as active; inconclusive = small, poorly fitted or top-dose-only effect, or another doubt; inactive = no such curve, though single readings can be large or run the other way;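 note: plate controls were no enzyme wells and a reference inhibitor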
Target sequence (P00352 whole entry, looked up): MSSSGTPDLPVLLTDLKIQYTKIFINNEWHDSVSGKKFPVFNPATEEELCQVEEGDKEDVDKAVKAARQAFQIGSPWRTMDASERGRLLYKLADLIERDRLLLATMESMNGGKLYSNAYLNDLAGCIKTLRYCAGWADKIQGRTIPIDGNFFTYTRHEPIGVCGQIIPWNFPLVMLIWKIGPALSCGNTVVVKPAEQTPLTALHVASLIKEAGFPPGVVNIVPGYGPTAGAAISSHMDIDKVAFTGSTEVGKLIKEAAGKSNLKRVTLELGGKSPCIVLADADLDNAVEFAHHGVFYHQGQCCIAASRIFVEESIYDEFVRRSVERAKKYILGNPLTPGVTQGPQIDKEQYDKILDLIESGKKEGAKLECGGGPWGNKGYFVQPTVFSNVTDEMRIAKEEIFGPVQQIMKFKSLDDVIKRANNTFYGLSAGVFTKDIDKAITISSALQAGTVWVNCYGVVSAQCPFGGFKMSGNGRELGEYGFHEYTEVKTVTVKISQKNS
SMN2 splice enh: enhancers of SMN2 splice variant expression | HEK293 SMN2-luciferase splicing reporter, luminescence, 30-36 h | Potency, µM (doses to about 46.1 µM), inactives show top-dose activity change, positive = activation, most hits filed as activators | 210,000 compounds, 2.8% hits | AID 1458; note: % of control where 0% means no effect; nearly all actives have a fitted effect of over 55% in size
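qHTS luciferase splicing reporter: luminescence rises when SMN2 exon 7 is included in transfected HEK293 cells. Compound exposure lasted 30-36 h at 37C, with 4.5 mM final sodium butyrate as control, followed by a ONE-Glo read.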
Tau fibril ThT: blocks human tau fibril formation measured by thioflavin T. Potency, µM (series often up to 57.4 µM), without a hit: top-dose activity, negative = inhibition, most hits filed as inhibitors. 270,000 compounds, 2.1% hits. AID 1460. recombinant tau K18 P301L, heparin-induced fibrillization, ThT fluorescence; note: % is set by controls: 0 for no effect and ±100 for the full control effect; nearly all actives have a fitted effect of over 55% in size
Target sequence (P10636 561-689 P618L limits assumed): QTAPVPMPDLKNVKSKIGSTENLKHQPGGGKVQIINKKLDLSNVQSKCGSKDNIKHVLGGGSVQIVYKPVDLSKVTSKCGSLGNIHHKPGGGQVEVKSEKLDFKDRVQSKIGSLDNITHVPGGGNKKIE
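Using a mix of unlabeled (15 uM) and Alexa 594-labeled (0.24 uM) tau K18 P301L, heparin-triggered fibrillization over 6 hr at 37 C was scored by ThT fluorescence.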
L3MBTL1 inh: blocks human L3MBTL1. AlphaScreen L3MBTL1–H3K9me1 peptide binding. AID 485360. 230,000 compounds, 0.66% hits. Potency, µM (top dose mostly 57.1 µM), for inactives: at the highest dose activity, negative = inhibition, most hits filed as inhibitors. Q9Y468; note: % is set by controls: 0 for no effect and ±100 for the full control effect; nearly all actives have a fitted effect of over 60% in size
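AlphaScreen assay: L3MBTL1 (50 nM final) was preincubated 30 min at room temperature with biotinylated H3(1-15)K9me1 peptide (75 nM final), then 30 min with library compounds; streptavidin donor and nickel chelate acceptor beads (10 ug/mL final) added, 30 min dark.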
Luc counter: blocks Kinase-Glo luciferase, a counter-screen artifact | 200,000 compounds, 0.28% hits | Kinase-Glo luciferase, ATP luminescence, 8 min | Potency, µM (highest dose often 38.3 µM), without a hit: top-dose activity change, negative = inhibition, actives largely listed as inhibitors; note: % is set by controls: 0 for no effect and ±100 for the full control effect; nearly all actives have a fitted effect of over 60% in size
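Compound is pinned into ATP-containing buffer (10 uM ATP, imidazole pH 7.2, 7 mM MgCl2). Kinase-Glo luciferase reagent is then added. Light output is recorded following an 8-min room-temperature incubation.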
RECQ1 helicase: RECQ1 (human) helicase inhibition; AID 2549; 240,000 compounds, 0.54% hits; P46063; RECQ1 DNA unwinding, red fluorescence kinetic read; Potency, µM (doses to about 57.3 µM), for inactives: top-dose activity, negative = inhibition, actives largely listed as inhibitors;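 note: plate controls were vehicle for no effect and no enzyme for full effect; nearly all actives have a fitted effect of over 30% in size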
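50 nM RECQ1T1 preincubated 15 min with compound in Tris pH 8.0 buffer with MgCl2, DTT, Tween-20 and 2.5 ug/ml poly(dI-dC); started with 200 nM TAMRA/BHQ-2 forked duplex and 2 mM ATP. Unwinding read as fluorescence (525/598 nm), two reads 2 h apart.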
JMJD2E inh: blocks human JMJD2E demethylase activity | B2RXH2 | JMJD2E catalytic domain, FDH-coupled NADH fluorescence (FDH is formaldehyde dehydrogenase) | Potency, µM (doses to about 57.1 µM), for the others: at the top dose activity change, negative = inhibition, most hits filed as inhibitors | 230,000 compounds, 1.6% hits | AID 2147; active = well fitted inhibition curve with a large enough effect, not every such curve was filed as active; inconclusive = small, poorly fitted or top-dose-only effect, or another doubt; inactive = no such curve, though single readings can be large or run the other way;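 note: 0% = wells with enzyme and -100% = buffer wells without enzyme; nearly all actives have a fitted effect of over 50% in size; many of its hits are not listed in these tables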
Target sequence (B2RXH2 1-337 limits assumed): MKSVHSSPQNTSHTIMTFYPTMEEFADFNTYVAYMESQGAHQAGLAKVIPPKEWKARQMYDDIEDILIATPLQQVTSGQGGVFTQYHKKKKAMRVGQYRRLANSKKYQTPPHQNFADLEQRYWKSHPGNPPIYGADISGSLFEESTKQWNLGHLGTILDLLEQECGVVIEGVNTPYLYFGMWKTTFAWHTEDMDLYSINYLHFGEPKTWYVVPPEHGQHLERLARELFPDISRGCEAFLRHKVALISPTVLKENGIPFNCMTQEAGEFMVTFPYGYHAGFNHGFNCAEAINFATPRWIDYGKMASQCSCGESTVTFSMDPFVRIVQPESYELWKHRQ
* marks the source's active call; other numbers are inactive results; i = inactive; ? = inconclusive; / = not tested or not shown; & = joins results of further samples; [ ] = dose if it differs, or a comment. Unless noted, calls come from the whole dose curve; as a rule, active = well fitted curve in the direction sought with a large enough effect; inconclusive = small, poorly fitted or top-dose-only effect, or another doubt; inactive = no such curve, though single readings can be large; an effect the other way counts as inactive or inconclusive. Potency is the fitted concentration of half-maximal effect. The list is partial. The share of hits here may be higher or lower than overall.

SMILES	Lamin A splicing	ALDH1A1 inh	SMN2 splice enh	Tau fibril ThT	L3MBTL1 inh	Luc counter	RECQ1 helicase	JMJD2E inh
CCOC(=O)c1c(C)[nH]c(C2=NNC(=Nc3ccccc3)SC2)c1C	?	13µM*	/	4µM*	-19%	/	-12%	-8%
CC(C)[C@@H](CC(=O)N[C@@H]1CCCC[C@H]1C(=O)N[C@H](CC(=O)N[C@@H](CCC(=O)O)CC(=O)O)Cc1ccccc1)NC(=O)C[C@H](CO)NC(=O)[C@@H]1CNCC[C@H]1N	/	-6%	18%	-11%	/	0%	8%	-16%
C=CCSC1=C(C#N)C(c2cccc(OC)c2)CC(=O)N1 (stereo not given)	-7%	?	-1%	-14%	3%	2%	6%	-2%
OC1(c2cccs2)CN(c2ccccc2)C2=[N+]1CCCC2 (stereo not given)	/	-1%	-15%	-5%	/	3%	-1%	-4%
O=C(Cc1ccc(F)cc1)NC1CCCC1	0%	4%	-20%	-7%	/	0%	-11%	-1%
Cc1cc(C)c(NC(=O)COC(=O)c2ccc([N+](=O)[O-])s2)c(C)c1	6%	-1%	-1%	9%	-11%	17%	1%	-4%
Cc1ccccc1N1CCN(CCCOc2ccc3c(C)cc(=O)oc3c2)CC1	?	?	-32%[inhibitor]	?	-19%	0%	-3%	6%
CCn1cc(C(=O)NCc2ccc3c(c2)OCO3)c(=O)c2cc(F)c(N3CCN(C(=O)c4ccco4)CC3)cc21	?	?	-83%[inhibitor]	-24%	/	2%	-4%	?
CCN(CC)CCCC(C)n1c(-c2ccccc2)nc2c(NCCO)nc(C)nc21 (stereo not given)	/	?	-11%	-12%	/	3%	-1%	?
N/C(=N\OC(=O)COc1ccc(Br)cc1Cl)c1cccnc1	-3%	16%	18µM*	-10%	-1%	3%	-5%	1%
COc1ccc(OC)c(Nc2cc(C)nc3nc(C)nn23)c1	?	1%	29%	2%	7%	0%	4%	5%
NC(=O)c1cc(-c2ccccc2)sc1NC(=O)CN1CCCCC1	-8%	7%	-3%	-13%	-5%	1%	i	?
CC(C(=O)c1c[nH]c(C(=O)N=CN(C)C)c1)c1ncc(C(F)(F)F)cc1Cl (stereo not given)	0%[46 µM]	4%	2%	-1%	11%	-2%	-3%	-5%
CCCNC(=O)NS(=O)(=O)c1ccc(Cl)cc1	?	-5%	-39%[inhibitor]	-7%&-7%&3%	7%	4%	-8%	3%
COc1cccc(-c2nnn(CC(=O)NC3CCCC3)n2)c1OC	-5%	-14%	-8%	0%	0%	15%	-8%	-4%
CC1CCCC(C)N1C(=O)COC(=O)c1cc(Br)ccc1Cl (stereo not given)	/	20µM*	5%	-4%	3%	-1%	-2%	-5%
CC(C)(C)NC(=O)NC(=O)COc1ccc(Br)cc1Br	-7%	?	6.3µM*	5%	11%	-1%	3%	8%
CCCn1c(SCC(=O)Nc2ccc3c(c2)OCO3)nc2c1c(=O)n(C)c(=O)n2C	0%	-12%	/	-9%	-5%	/	-7%	-2%
O=C(N/C(=C\c1cccs1)C(=O)N1CCCCCC1)c1ccccc1	0%	?	2%	-3%	-6%	-4%	-2%	7%
CSc1nc2ncc(C(=O)O)c(N)n2n1	29%[9.22 µM]	0%	1%	1%	19%	1%	-5%	?
COc1ccc(C)cc1N(CC(=O)N1CCc2ccccc2C1)S(C)(=O)=O	/	5%	-19%	7%	?	0%	2%	7%
O=C(Cc1cn2ccsc2n1)Nc1nc2c(s1)CN(Cc1ccccc1)CC2	-4%	10µM*	2%	?	-2%	-1%	-15%	?
CN(C)C(CNC(C(=O)Nc1ccc([N+](=O)[O-])cc1Br)c1ccccc1)c1ccccc1 (stereo not given)	4%[46 µM]	?	-15%	?	-4%	-4%	i	?
CCCCCCNC(=O)CC(NS(=O)(=O)c1ccc(OC)cc1)C(C)C (stereo not given)	2%	5%	-1%	1%	3%	-1%	-3%	7%
O=S(=O)(NC1CC1)c1ccc(S(=O)(=O)N(Cc2ccccn2)C2CCCC2)cc1	-6%	2%	-3%	-7%	/	0%	-1%	17%
COc1cccc(C(=O)N2CCN(S(=O)(=O)Cc3ccccc3)CC2)c1OC	-6%	?	-30%	1%	22%[11.4 µM]	3%	0%	12%
CCOc1ccc(N(CC(=O)NC2CCCCC2)S(=O)(=O)c2c(C)noc2C)cc1	-14%	8%	-9%	0%	-7%	1%	-2%	-7%
O=C(C1CCCO1)N1CCN(Cc2c(O)ccc3ccccc23)CC1 (stereo not given)	-7%	?	-13%	?	/	-3%	-7%	?
COc1ccc(-c2cc(C(=O)NN)[nH]n2)cc1OC	/	1%	26%	?	8%	0%	i	7%
CCCc1nnc(NC(=O)CNc2ccc(F)cc2)s1	-5%	-13%	1%	-8%	5%	-4%	2%	4%
O=C(Nc1ccc(S(=O)(=O)N2CCOCC2)cc1)c1ccc(Br)o1	-7%	8%	-22%	0%	4%[11.4 µM]	-1%	-3%	-2%
CNC(=O)C(=O)N/N=C/c1cccnc1	/	/	/	-7%	61%[activator]	/	2%	-6%
O=S(=O)(Nc1ccccn1)c1ccc(C(F)(F)F)cc1Cl	26%[46 µM]	7%	/	1%	-4%	/	8%	-20%
NC(=O)N/N=C/c1c(Sc2nnnn2-c2ccccc2)nc2ccccn2c1=O	/	?	/	?	-1%	/	-10%	?
Cc1cc(NC(=O)CCCC(=O)N(CC(=O)NCCc2ccccc2)Cc2ccc(F)cc2)no1	5%	-13%	-13%	4%	-1%	-1%	-5%	10%
COc1ccc(Cc2n[nH]c(=S)n2N)cc1OC	-1%[46 µM]	10µM*	-10%	-1%	1%	3%	i	-9%
O=C(NCCc1ccccc1)c1cnc2ccccn2c1=O	-18%	?	4µM*	-2%	0%	-7%	-1%	?
O=C(CSC1=NCCN1)Nc1cccc(C(F)(F)F)c1	?	-9%	4%	?	13%	2%	i	10%
C[C@]12CC[C@H]3c4ccc(O)cc4CC[C@@H]3[C@H]1CC[C@@H]2OP(=O)(O)O	?	-3%[13.5 µM]	2%[9.22 µM]	/	/	-1%[7.66 µM]	/	/
COc1ccc(CCn2cnc(=O)c(C#N)c2C)cc1OC	/	1%	20%	-4%	/	1%	i	13%
CCCOc1ccccc1NC(=O)CC1Nc2ccccc2NC1=O (stereo not given)	-5%	?	-22%	?	-12%	-1%	-5%	-3%
COc1ccc(/C=N/NC(=O)c2cccc(COCC(F)(F)C(F)F)c2)cc1	?	-1%	11%	-17%	0%	10%	-6%	-8%
CN1CCCC2(CCN(C(=O)c3cnccn3)CC2)C1	/	4%	-1%	/	/	0%	-2%	/
O=C(NCC(=O)N(Cc1cccs1)C(C(=O)NC1CCCC1)c1cccnc1)c1ccco1 (stereo not given)	-3%	-11%	10%	-1%	8%	-1%	6%	2%
CCOC(=S)SCC(=O)N1CCc2ccccc2C1C1C(=O)CC(C)(C)CC1=O (stereo not given)	-6%	?	-16%	4%	14%	2%	-11%	?
CCCCc1nn(-c2cc(Cl)ccc2OC)c2c1C(=O)CC(C)(C)C2	3%	4%	-3%	-15%	/	0%	-9%	-2%
CCC(=O)Nc1nnc(SCCN2CCOCC2)s1	-7%	-12%	13%	-9%	5%	4%	-6%	-2%
CCCCN(C)C(=O)c1nc2ccccn2c1CN1CCN(c2ccccn2)CC1	/	-1%	/	-13%	-2%	-2%	-5%	?
COc1cc(C)c(-c2[nH]ncc2-c2csc(C)n2)c(O)c1	-15%	11%	-10%	-6%	1%	-2%	-1%	-3%
CC1CCCCC1NC(=O)C1CC=CCC1C(=O)O (stereo not given)	1%	-8%	11%	3%	1%	1%	7%	-1%
(listing goes on)
SMILES	Lamin A splicing	ALDH1A1 inh	SMN2 splice enh	Tau fibril ThT	L3MBTL1 inh	Luc counter	RECQ1 helicase	JMJD2E inh
CCC(=O)N1CCCc2cc(S(=O)(=O)N3CCCc4ccccc43)ccc21	?	18µM*	-22%	-10%	-2%	-4%	-15%	-10%
COc1ccc(N/C=C/C(=O)c2ccc(Oc3ncccn3)cc2)cc1	2%	4%	-10%	?	7%	0%	-21%	-2%
CCN(C(=O)CSc1n[nH]c(-c2cccs2)n1)C1CCS(=O)(=O)C1 (stereo not given)	/	/	/	-1%	7%	/	-5%	3%
O=C(NC1CCCCC1)c1cccc(Cn2cc(Cl)cn2)c1	-5%	3%	-21%	-6%	/	-1%	i	4%
CCC(C)NC(=O)CSc1nc2ccccc2c(=O)n1Cc1ccc(OC)cc1 (stereo not given)	1%	?	-11%	-16%	/	0%	5%	5%
CCOc1ccc(-c2nc(CSCC(=O)NCc3ccco3)c(C)o2)cc1	5%	?	-65%[inhibitor]	?	/	-3%	0%	?
C/C(=N\NC(=O)c1cccc(C)c1)c1cccc(NC(=O)c2ccco2)c1	12%	7%	4%	?	2%	-3%	0%	-4%
O=C(c1ccc(F)cc1)N1C2CCC1CC(O)(c1ccc(F)cc1)C2 (stereo not given)	12%	-6%	-9%	8%	5%	1%	-11%	4%
Cc1ccc(NC(=O)c2ccc(OC(=O)COc3ccc(Cl)cc3C)cc2)cc1	-10%	1%	13µM*	?	15%	-4%	-12%	1%
CCOCCCNC(=O)CCCOc1ccccc1	2%	7%	?	-3%	-4%	0%	2%	7%
Cc1ccc(C2CC(C(F)(F)F)n3nc(C(=O)NCCN4CCOCC4)cc3N2)cc1 (stereo not given)	-2%	1%	-16%	-9%	1%	-8%	i	-13%
Cc1cnnn1-c1cccc([N+](=O)[O-])c1	2%[46 µM]	5%	-2%	-7%	3%	2%	-13%	-4%
CCOc1ccc(-n2nc3c(=O)[nH]nc(C)c3c2C)cc1	1%	?	-6%	-3%	-4%	0%	0%	?
CC1CC(C)CN(CCOCCSc2ccc(Cl)cc2)C1 (stereo not given)	/	0%	-57%[inhibitor]	9%	?	-5%	12%	-1%
